IL1B NFkB inh: blocks IL-1B driven NFkB nuclear translocation in HUVEC cells | AID 796 | 94,000 tested, 0.43% active | HUVEC IL-1B NFkB p65 nuclear translocation imaging | inhibition, % at 2 µM;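 active = inhibition above about 30% together with a positive call from visual inspection of the well image, limit read from the data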;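 note: nuclear over cytoplasmic p65 intensity ratio measured by imaging; 0% = IL-1B stimulated DMSO wells and 100% = unstimulated DMSO wells; values of inactives mirror those of a sister screen read the other way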
Bcl-B displacement: displacers of TR3 peptide from Bcl-B, primary screen, selectivity assay for Bfl-1 inhibitor project, biochemical, fluorescence polarization; FP displacement of FITC-TR3 peptide from Bcl-B; higher % means a stronger effect; displacement, % at 20 µM; hits with a dose series show IC50 in µM; 96,000 tested, 0.11% active;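 active = displacement above 50% at 20 µM plus a fluorescence interference ratio under 1.5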;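 note: plate controls were wells without compound for no effect and wells lacking Bcl-B protein for full effect; a part of the inactive calls stands beside numbers as strong as those of hits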
MRP resist rev: reverses drug resistance mediated by MRP. differential viability (reversal), % at 10 µM. H69AR cells + 2 uM doxorubicin, CellTiter-Glo, 72 h. AID 602. 85,000 tested, 0.04% active;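 active = viability drop by adding the cancer drug above about 55%, with treated viability meeting a 40% cutoff, limit read from the data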;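 note: viability without doxorubicin minus viability with 2 µM doxorubicin for each compound; larger differential means the compound sensitizes cells more to doxorubicin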
NFkB transloc pot: enhances IL-1B driven NFkB nuclear translocation; HUVEC IL-1B NFkB p65 nuclear translocation imaging; activation, % at 2 µM; 94,000 tested, 0.3% active;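 active = activation above 40%, about the mean plus 3 SD, also judged a hit on visual image review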;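 note: percent activation is computed from the nuclear over cytoplasmic p65 intensity ratio; values of inactives mirror those of a sister screen read the other way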
PLAP inhibitors HTS: PLAP enzyme inhibitors, biochemical, luminescence, HTS (AID 690) | inhibition, % at 20 µM; hits with a dose series show IC50 in µM | 96,000 tested, 0.08% active | purified PLAP, luminescent substrate; higher % means a stronger effect; in the data active = a potency from the dose series; inactive = the rest, 99 in 100 with inhibition below about 30%; note: strong numbers were not always called active
MRP resist rev cytotoxicity: also measured in MRP resist rev; calls as there; viability, %; H69AR cells, CellTiter-Glo, 72 h; measured here: cytotoxicity without doxorubicin
MRP resist rev with doxorubicin: second read-out of MRP resist rev, no call of its own (marks repeat the call); viability, %; measured here: viability with 2 uM doxorubicin; hits give low values
IL1B NFkB inh cell count 2 µM: also measured in IL1B NFkB inh; calls as there; cell count; measured here: cells passing quality filter;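 raw number of nuclei counted in each imaged well without normalization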
NFkB transloc pot cell count 2 µM: recorded beside NFkB transloc pot, whose call it bears; cell count; measured here: cells passing quality filter
The depositor's hits bear a star; . = not tested or not shown. This is a subset; rates above refer to the full screens.

SMILES | IL1B NFkB inh | IL1B NFkB inh cell count 2 µM | Bcl-B displacement | MRP resist rev | MRP resist rev cytotoxicity | MRP resist rev with doxorubicin | NFkB transloc pot | NFkB transloc pot cell count 2 µM | PLAP inhibitors HTS
O=C(N1CCOCC1)N1CCN(S(=O)(=O)N2CCOCC2)CC1 | -3 | 181 | -9% | 7 | 100 | 92 | 3 | 181 | -18%
CSc1nc(C)nc2c1c(=O)n(C)c(=O)n2C | . | . | -3% | 21 | 95 | 74 | . | . | 3%
COCC(=O)N1CCCc2ccccc21 | 0 | 172 | -11% | -12 | 92 | 103 | 0 | 172 | 5%
O=C1CSC(c2cn(-c3ccccc3)nc2-c2cc3ccccc3o2)N1Cc1ccccc1 (configuration not stated) | -6 | 149 | 7% | -10 | 48 | 58 | 6 | 149 | -17%
Cn1c(C(=O)N2CCN(c3nc4ccccc4s3)CC2)cc2sccc21 | -15 | 171 | -2% | 0 | 68 | 68 | 15 | 171 | 0%
CCN1C(=O)C(NC(C)=O)c2cc(OC)ccc21 (configuration not stated) | -15 | 162 | 1% | -1 | 92 | 92 | 15 | 162 | -5%
CCOC(=O)c1[nH]cnc1C(=O)O | -11 | 147 | -6% | 1 | 97 | 95 | 11 | 147 | -1%
COCCNC(=O)c1cn(C)c(=O)c2cc(OC)c(OC)cc12 | -1 | 121 | 2% | -24 | 81 | 104 | 1 | 121 | -4%
CCn1c(=O)n(CCOC)c(=O)c2c3c(sc21)CCCC3 | -6 | 108 | . | -3 | 91 | 94 | 6 | 108 | .
O=C(Oc1ccc(Cl)cc1)N1CCCCC1 | 1 | 141 | 1% | 5 | 95 | 90 | -1 | 141 | -2%
Clc1ccc(-c2nnc(-c3ccccc3)nc2N2CCSCC2)cc1 | -7 | 161 | -64% | . | . | . | 7 | 161 | -37%
CCOC(=O)c1cc(C(=O)OCC)c2ccccn2c1=O | -5 | 150 | -2% | . | . | . | 5 | 150 | -28%
CC(C)(C)C(=O)CC1(O)C(=O)N(Cc2ccc(Cl)cc2)c2ccccc21 (configuration not stated) | -12 | 165 | -9% | 18 | 98 | 79 | 12 | 165 | -9%
O=C(CSc1nc2cc3c(cc2c(=O)n1CCC1=CCCCC1)OCO3)NCc1ccco1 | -3 | 147 | -6% | -6 | 36 | 42 | 3 | 147 | 0%
O=C(NC1CC1)c1cc(Cl)ccc1[N+](=O)[O-] | -7 | 155 | -4% | . | . | . | 7 | 155 | 5%
Cc1c(C(=O)OC(C)C)nnn1-c1nonc1N | -9 | 144 | . | -6 | 97 | 103 | 9 | 144 | .
COc1ccccc1NC(=O)c1ccc(S(=O)(=O)N2CCCC2)cc1 | -6 | 192 | 6% | 9 | 87 | 77 | 6 | 192 | 19%
COC(=O)c1c(C)[nH]c(C(C)=O)c1C | 4 | 214 | 1% | -5 | 80 | 85 | -4 | 214 | -6%
CCCOc1ccc(-c2nc(N)n[nH]2)cc1 | -20 | 173 | 5% | . | . | . | 20 | 173 | -2%
CCOC(=O)c1c(CN2CCN(C)CC2)oc2ccc(OC)cc12 | 5 | 144 | -3% | 3 | 88 | 85 | -5 | 144 | 3%
CCC(NC(=O)c1ccc([N+](=O)[O-])cc1[N+](=O)[O-])c1ccccc1 (configuration not stated) | -4 | 164 | 0% | . | . | . | 4 | 164 | 16%
CCCc1ccc(-c2cc(C(=O)NN3CCOCC3)c3ccccc3n2)cc1 | -4 | 156 | -11% | . | . | . | 4 | 156 | -22%
Cc1cccc(C(=O)O/N=C2/CC3CCC2(C)C3(C)C)c1 (configuration not stated) | -9 | 102 | . | 16 | 107 | 92 | 9 | 102 | .
N#C/C(=C1\CCCN1)c1nc(-c2ccccc2)cs1 | -1 | 109 | -21% | -3 | 91 | 93 | 1 | 109 | 23%
CC(=O)NCCOc1cccc2ccccc12 | 4 | 121 | -8% | 8 | 87 | 80 | -4 | 121 | -17%
COc1ccc(C2=NN(C(=O)c3cccc([N+](=O)[O-])c3)C(c3cccc([N+](=O)[O-])c3)C2)cc1 (configuration not stated) | 5 | 115 | -6% | . | . | . | -5 | 115 | -37%
C=CCNc1nc(N(c2ccccc2)c2ccccc2)nc(-n2ccnc2)n1 | 7 | 114 | 8% | -8 | 54 | 61 | -7 | 114 | 13%
CCOC(=O)C(CC)Sc1nnc2n1C(C)(C)Cc1ccccc1-2 (configuration not stated) | 0 | 175 | 3% | 5 | 90 | 85 | 0 | 175 | -13%
Cc1ccc2nc(NC(=O)Cn3cc4c(n3)CCCCC4)sc2c1 | -6 | 52 | -5% | . | . | . | 6 | 52 | 2%
Clc1ccc(/C=N/Nc2nnc(Cl)c3ccccc23)cc1 | 8 | 101 | . | -2 | 53 | 54 | -8 | 101 | .
O=c1c2ccccc2oc2nc(-c3ccco3)n(Cc3ccccc3)c(=O)c12 | -9 | 108 | 7% | -7 | 82 | 89 | 9 | 108 | 5%
CN1CCC(=NNC(=O)CSCc2ccccc2)CC1 | -15 | 165 | -17% | . | . | . | 15 | 165 | 10%
O=C(NCC1COc2ccccc2O1)C1CCC(CNc2c(N3CCCCC3)c(=O)c2=O)CC1 (configuration not stated) | 5 | 151 | 0% | 11 | 92 | 81 | -5 | 151 | -84%
O=C(CC1CCCC1)Nc1nnc(C2CC2)s1 | 6 | 196 | 6% | 19 | 107 | 89 | -6 | 196 | 8%
Cc1ccc(Cn2nc(C)c(NC(=O)c3cc(-c4ccco4)on3)c2C)cc1 | -6 | 190 | 1% | -41 | 58 | 99 | 7 | 190 | 6%
O=C(NCc1ccc2c(c1)OCO2)C1CCC(CNc2c(N3CCCC3)c(=O)c2=O)CC1 (configuration not stated) | . | . | -3% | 10 | 100 | 89 | . | . | 9%
Cc1ccc(Nc2nc3c(s2)CCC3)c(C)c1 | -3 | 150 | . | -12 | 85 | 97 | 3 | 150 | .
O=C(CSc1nc2ccc(Cl)cc2[nH]1)c1ccc2c(c1)OCO2 | -2 | 213 | -15% | . | . | . | 2 | 213 | -6%
Cc1ccc(NC(=O)N(CCCN2CCOCC2)Cc2cccs2)cc1C | -24 | 173 | -4% | 8 | 89 | 82 | 24 | 173 | -68%
O=C(COc1ccc(Cl)cc1)N1CCN(C(=O)c2cccc(F)c2)CC1 | 5 | 96 | -6% | 5 | 83 | 78 | -5 | 96 | -2%
CCOc1ccccc1NC(=O)COn1nnc2ccc(Cl)cc21 | 0 | 169 | -2% | -25 | 47 | 71 | 0 | 169 | 4%
O=C(NCC1CCCO1)C1CCC(=O)N1CCc1ccccc1 (configuration not stated) | 16 | 116 | 0% | -5 | 92 | 98 | -16 | 116 | 14%
CCCN(CCO)Cc1ccc(Cl)c(Cl)c1 | -31 | 130 | -5% | 2 | 88 | 86 | 31 | 130 | 10%
N/C(=N\OS(=O)(=O)c1ccccc1)c1ccncc1 | -5 | 64 | 3% | -8 | 91 | 99 | 5 | 64 | -5%
Cc1ccc(S(=O)(=O)n2c(CN3CCCC(C)C3)nc3ccccc32)cc1 (configuration not stated) | 6 | 143 | -8% | . | . | . | -6 | 143 | -35%
COc1ccc2[nH]c3c(N4CC(C)OC(C)C4)ncnc3c2c1 (configuration not stated) | -8 | 147 | 27% | 7 | 66 | 59 | 8 | 147 | -12%
O=C(C1CCN(C2CC(=O)N(Cc3ccccc3)C2=O)CC1)N1CCCCCC1 (configuration not stated) | 2 | 173 | -7% | 9 | 92 | 83 | -2 | 173 | -97%
CCCNC(=O)CC1C(=O)N(Cc2ccccc2)C(C)c2nc3ccccc3n21 (configuration not stated) | -6 | 169 | 4% | 11 | 90 | 79 | 6 | 169 | 8%
CCN(CC)C(=O)Cn1cnc2ccccc2c1=O | -9 | 83 | . | -11 | 85 | 96 | 9 | 83 | .
O=C(Nc1nc(-c2ccccc2)ns1)c1cccs1 | 10 | 178 | -2% | 19 | 127 | 108 | -10 | 178 | -3%
CC(=O)N(Cc1cc2c(C)cc(C)cc2[nH]c1=O)C1CCCCC1 | 10 | 103 | 4% | -8 | 63 | 72 | -10 | 103 | -58%
COC(=O)Oc1c(Br)c(=O)oc2ccccc12 | 5 | 125 | . | -7 | 56 | 63 | -5 | 125 | .
COC(=O)C(NC(=O)C(C)Oc1ccccc1)C(C)C (configuration not stated) | 0 | 92 | 4% | 18 | 101 | 82 | 0 | 92 | 6%
COc1ccccc1CNC(=O)CN(C)CC(=O)Nc1cccc(F)c1 | -1 | 164 | 8% | 7 | 83 | 76 | 1 | 164 | -60%
COc1ccccc1C1C=C(c2ccc(Cl)cc2)Nc2nc(N3C(=O)CCC3=O)nn21 (configuration not stated) | -23 | 108 | 6% | 13 | 106 | 93 | 23 | 108 | -91%
Cn1c(CN2CCCCC2)nc2cc(NC(=O)c3ccc(Cl)cc3)ccc21 | 0 | 158 | -5% | -16 | 63 | 79 | 0 | 158 | -6%
CCOC(=O)c1c(C)[nH]c(C)c1C(=O)CSc1nc(N)cc(N)n1 | . | . | 19% | 8 | 90 | 82 | . | . | 8%
COc1cccc(NC(=S)NNC(=O)c2c([N+](=O)[O-])c(C)nn2C)c1 | 6 | 186 | 6% | . | . | . | -6 | 186 | -111%
Cc1c(N/C=C/C(=O)c2cccs2)c(=O)n(-c2ccccc2)n1C | -1 | 85 | -11% | 4 | 83 | 80 | 1 | 85 | -49%
COc1cc(Cl)c(S(=O)(=O)n2cnc(C)c2)cc1Cl | -10 | 168 | . | 10 | 96 | 86 | 10 | 168 | .

Compounds from the list above with a halogen (14):
SMILES | IL1B NFkB inh | IL1B NFkB inh cell count 2 µM | Bcl-B displacement | MRP resist rev | MRP resist rev cytotoxicity | MRP resist rev with doxorubicin | NFkB transloc pot | NFkB transloc pot cell count 2 µM | PLAP inhibitors HTS
O=C(Oc1ccc(Cl)cc1)N1CCCCC1 | 1 | 141 | 1% | 5 | 95 | 90 | -1 | 141 | -2%
Clc1ccc(-c2nnc(-c3ccccc3)nc2N2CCSCC2)cc1 | -7 | 161 | -64% | . | . | . | 7 | 161 | -37%
CC(C)(C)C(=O)CC1(O)C(=O)N(Cc2ccc(Cl)cc2)c2ccccc21 (configuration not stated) | -12 | 165 | -9% | 18 | 98 | 79 | 12 | 165 | -9%
O=C(NC1CC1)c1cc(Cl)ccc1[N+](=O)[O-] | -7 | 155 | -4% | . | . | . | 7 | 155 | 5%
Clc1ccc(/C=N/Nc2nnc(Cl)c3ccccc23)cc1 | 8 | 101 | . | -2 | 53 | 54 | -8 | 101 | .
O=C(CSc1nc2ccc(Cl)cc2[nH]1)c1ccc2c(c1)OCO2 | -2 | 213 | -15% | . | . | . | 2 | 213 | -6%
O=C(COc1ccc(Cl)cc1)N1CCN(C(=O)c2cccc(F)c2)CC1 | 5 | 96 | -6% | 5 | 83 | 78 | -5 | 96 | -2%
CCOc1ccccc1NC(=O)COn1nnc2ccc(Cl)cc21 | 0 | 169 | -2% | -25 | 47 | 71 | 0 | 169 | 4%
CCCN(CCO)Cc1ccc(Cl)c(Cl)c1 | -31 | 130 | -5% | 2 | 88 | 86 | 31 | 130 | 10%
COC(=O)Oc1c(Br)c(=O)oc2ccccc12 | 5 | 125 | . | -7 | 56 | 63 | -5 | 125 | .
COc1ccccc1CNC(=O)CN(C)CC(=O)Nc1cccc(F)c1 | -1 | 164 | 8% | 7 | 83 | 76 | 1 | 164 | -60%
COc1ccccc1C1C=C(c2ccc(Cl)cc2)Nc2nc(N3C(=O)CCC3=O)nn21 (configuration not stated) | -23 | 108 | 6% | 13 | 106 | 93 | 23 | 108 | -91%
Cn1c(CN2CCCCC2)nc2cc(NC(=O)c3ccc(Cl)cc3)ccc21 | 0 | 158 | -5% | -16 | 63 | 79 | 0 | 158 | -6%
COc1cc(Cl)c(S(=O)(=O)n2cnc(C)c2)cc1Cl | -10 | 168 | . | 10 | 96 | 86 | 10 | 168 | .
